SR-BI DiI inh: mouse SR-BI HDL lipid transfer inhibition. ldlA[mSR-BI] CHO cells, DiI-HDL uptake fluorescence, 3 h. inhibition, % at 12.5 µM. Q61009. hit rate 0.96% among 320,000;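 active means mean replicate inhibition of at least 70% and a set share of replicates each scoring 70 or more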;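 further: 0% = median of neutral control wells and 100% = median of positive control wells; values of inactives mirror those of a sister screen read the other way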
Arrestin-AP2 inh: inhibitors of human beta-arrestin and AP2 interaction | inhibition, % at 10 µM | FITC-arrestin peptide / GST-AP2 beads, flow cytometry; AP2 beta2 appendage carries R879A mutation | hit rate 0.31% among 340,000;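 active means inhibition above a set limit, near 3 SD of compounds lacking own fluorescence, cut at about 54% in these data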;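 further: plate controls were DMSO wells for no effect and 5 µM unlabelled arrestin peptide for full effect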
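System: GST-AP2 R879A glutathione beads. Medium: PBS with 0.05% Tween 20 and 0.1% BSA. Also added: FITC-arrestin peptide, 50 nM. Incubation: 12 min plus 1 h, RT. Measured by: high-throughput flow cytometry of beads, ex 488, em 535 nm. Evaluation: percent drop in bead-associated FITC signal.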
RTF Ca sens inh: cardiac RTF calcium desensitization | AID 493244 | inhibition, % at 7.15 µM | hit rate 0.12% among 340,000 | IANBD-labeled cardiac RTF, Ca2+ fluorescence;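 active means inhibition above the mean inhibition of all tested compounds plus 3 SD, cut at about 17% in these data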;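 further: assay run at fixed EC70 calcium of 1.6 mM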
NSD2 inh: inhibitors of human histone methyltransferase NSD2 | NSD2 peptide methylation, AlphaScreen, 120 min | inhibition, % at 12.5 µM | AID 743445 | hit rate 0.54% among 310,000; in the data active means inhibition above about 50%
DAGLB inh: blocks human DAGLB lipase activity | Q8NCG7 | HEK293T DAGLB membrane lysate, EnzChek fluorogenic substrate | inhibition, % at 5.17 µM | hit rate 0.059% among 340,000 | AID 504411; in the data active means inhibition above about 34%;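 further: 0% = enzyme with vehicle and 100% = wells lacking enzyme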
LANA DNA inh: blocks KSHV LANA C-terminal domain binding to DNA | MBP-C-LANA/FAM-LBS DNA binding, fluorescence polarization | inhibition, % at 9 µM | hit rate 0.078% among 340,000;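 active means highest replicate inhibition at or above 60% at 9 µM, even if other replicates fall short; inactive means all replicates below 60% inhibition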;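 further: 0% = neutral control wells and 100% = 4 µM acridine orange control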
PKA-R2B activ: activates the human PKA-R2B holoenzyme complex; P22694+P31323; PKA-R2B holoenzyme dissociation, Cy5-IP20 fluorescence polarization; R2B truncated from residue 108, S112A mutant; 0% DMSO only, 100% 113 µM cGMP; activation, % at 11.4 µM; hit rate 0.079% among 340,000; AID 504700;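 active means activation above a cutoff set at the mean over all compounds plus 3 SD, cut at about 18% in these data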;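 further: higher means more holoenzyme dissociation and a rise in polarization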
Target sequence (P31323 whole entry, looked up, other chains not shown, the tested form may be a part): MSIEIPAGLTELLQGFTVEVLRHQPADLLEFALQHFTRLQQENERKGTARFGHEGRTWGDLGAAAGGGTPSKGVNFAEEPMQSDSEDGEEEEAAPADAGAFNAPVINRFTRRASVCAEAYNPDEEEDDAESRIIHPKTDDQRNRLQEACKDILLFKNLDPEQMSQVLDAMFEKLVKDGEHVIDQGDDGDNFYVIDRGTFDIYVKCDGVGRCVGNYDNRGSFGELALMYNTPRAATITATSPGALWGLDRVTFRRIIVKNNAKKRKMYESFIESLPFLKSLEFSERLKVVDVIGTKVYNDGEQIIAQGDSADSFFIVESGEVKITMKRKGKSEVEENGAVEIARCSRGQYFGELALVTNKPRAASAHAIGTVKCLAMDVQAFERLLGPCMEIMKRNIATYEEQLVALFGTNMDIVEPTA
SR-BI uptake up: SR-BI HDL lipid transfer activation | hit rate 0.096% among 320,000 | activation, % at 12.5 µM | CHO ldlA[mSR-BI] cells, DiI-HDL uptake fluorescence, 3 h; 100 = double the neutral-control signal | AID 504775;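 active means mean replicate activation of at least 60% and every replicate at or above 60%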;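 further: 0% = median plate neutral-control signal and 100% = twice that signal; values of inactives mirror those of a sister screen read the other way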
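System: LDL receptor-deficient CHO ldlA cells overexpressing murine SR-BI | Timing: 3 h uptake period with compound, 37 °C | Medium: HEPES-buffered (25 mM, pH 7.4) F12 plus 0.5% BSA | Dosing: Single-point compound dose | Signal: Bottom-read fluorescence, 550/595 nm | Read-out: Retained DiI signal reflecting DiI-HDL uptake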
PvdQ inh: blocks Pseudomonas aeruginosa PvdQ acylase activity; purified PvdQ acylase, fluorescence plate reader; inhibition, % at 10 µM; hit rate 0.063% among 340,000; in the data active means inhibition above about 30%, passing the limit was not always enough;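 further: 0% = vehicle neutral wells and 100% = reference inhibitor wells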
Keap1 Nrf2 FP: Keap1-Nrf2 (human) interaction inhibition | Q14145 | Keap1 Kelch-Nrf2 peptide fluorescence polarization, 1536-well | inhibition, % at 9.4 µM | hit rate 0.15% among 340,000; in the data active means inhibition above about 12%;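 further: human Keap1 Kelch domain with fluorescein labeled Nrf2 9mer peptide probe; 0% = neutral control wells and 100% = peptide positive control; higher means more block of Keap1 binding to Nrf2 peptide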
Target sequence (Q14145 whole entry, looked up, the tested form may be a part): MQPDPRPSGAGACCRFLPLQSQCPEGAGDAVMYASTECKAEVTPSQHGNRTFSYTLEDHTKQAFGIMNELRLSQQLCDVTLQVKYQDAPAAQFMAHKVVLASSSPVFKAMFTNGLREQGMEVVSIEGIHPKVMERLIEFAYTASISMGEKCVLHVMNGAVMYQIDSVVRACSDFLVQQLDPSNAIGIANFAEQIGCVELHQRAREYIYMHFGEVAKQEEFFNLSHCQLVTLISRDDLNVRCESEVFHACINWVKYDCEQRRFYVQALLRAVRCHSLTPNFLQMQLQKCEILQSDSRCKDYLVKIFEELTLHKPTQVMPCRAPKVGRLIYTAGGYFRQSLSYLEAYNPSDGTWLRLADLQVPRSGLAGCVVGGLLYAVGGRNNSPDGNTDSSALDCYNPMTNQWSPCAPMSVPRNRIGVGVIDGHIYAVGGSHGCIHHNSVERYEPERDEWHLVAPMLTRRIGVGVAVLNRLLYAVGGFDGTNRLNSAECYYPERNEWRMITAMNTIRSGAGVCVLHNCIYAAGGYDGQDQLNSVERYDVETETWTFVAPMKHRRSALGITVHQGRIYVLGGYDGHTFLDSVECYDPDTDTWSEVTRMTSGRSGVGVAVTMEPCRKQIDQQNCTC
* = called active by the depositor; . = not tested or not shown. Outcome played no part in choosing rows. Share with any hit: about 2.1%.

structure | SR-BI DiI inh | Arrestin-AP2 inh | RTF Ca sens inh | NSD2 inh | DAGLB inh | LANA DNA inh | PKA-R2B activ | SR-BI uptake up | PvdQ inh | Keap1 Nrf2 FP
CCC(C)[C@H](NC(=O)OC(C)(C)C)C(=O)N/N=C/c1cccc2nccnc12 (some centres undefined) | 39 | 2 | -8 | 1 | -1 | 0.6 | 3 | -39 | -5 | 4
Cc1ccc(NC(=O)COc2ncnc3sccc23)cc1S(=O)(=O)N(C)C | 31 | 12 | -6 | 1 | -3 | -2.5 | 0 | -31 | 0 | -8
CCCNC(=O)COC(=O)c1ccccc1OCC(=O)Nc1ccc(Br)cc1 | 14 | 34 | -9 | 34 | -3 | 0.2 | -15 | -14 | 0 | -4
Cc1cccc(Nc2nc(N)nc(CN3CCN(C)CC3)n2)c1 | -5 | 7 | -7 | 11 | 0 | -1.8 | -1 | 5 | -9 | 1
COCCNC(=O)c1cc(-c2cccs2)on1 | . | -4 | -4 | . | 0 | 0.3 | -2 | . | -18 | -2
O=C(Nc1ccccc1Cc1ccccc1)c1oc2ccccc2c1COc1ccccc1 | 2 | 6 | 4 | -1 | -4 | -0.1 | -9 | -2 | 3 | -2
Cc1cc(SCC(=O)Nc2cccc(S(N)(=O)=O)c2)c(C)cc1Br | -2 | 2 | 7 | -1 | -3 | -1.9 | -16 | 2 | 6 | 1
O=C(OCC(=O)N1CCc2ccccc21)c1ccccc1F | 1 | 10 | 2 | -6 | -1 | 0.1 | -10 | -1 | -8 | -4
COc1ccc(C(=O)CN2CCN(c3ccc(F)cc3)CC2)cc1 | 10 | 16 | 1 | 2 | 2 | 0.7 | -6 | -10 | -6 | 0
Cc1ccc(CNC(=O)CCS(=O)(=O)c2ccc3c(c2)oc(=O)n3C)cc1 | -9 | -3 | -3 | -3 | 0 | -1.1 | -5 | 9 | -19 | -2
COc1ccc(NC(=S)Nc2cccc([N+](=O)[O-])c2)cc1 | 12 | 11 | -8 | 2 | 1 | 1.8 | 4 | -12 | -1 | -3
Cc1ccnc2nc(C(=O)Nc3nnc(-c4ccccc4)o3)nn12 | -19 | -3 | 2 | 5 | 0 | 0.1 | -2 | 19 | 4 | 5
O=C(N/N=C/C=C\c1cccc([N+](=O)[O-])c1)c1cccnc1 | -14 | 0 | -7 | 0 | 1 | -0.4 | 11 | 14 | -2 | 4
Cc1cc2ccccc2c(=O)n1CC(=O)NCC1COc2ccccc2O1 (centres undefined) | -8 | 9 | -4 | -3 | 2 | 2.5 | 10 | 8 | 2 | -3
COCc1[nH]nc2c1C(c1ccccc1F)C(C#N)=C(N)O2 (centres undefined) | -15 | 9 | -5 | -2 | -2 | -4.8 | 5 | 15 | 6 | -3
COc1ccc(CCC(=O)OCC(=O)c2ccc(C)cc2)cc1 | -23 | 37 | 6 | -2 | -16 | 1.3 | 7 | 23 | 2 | -3
C#CCNC(=O)C1=C[C@@H](c2cn(C(C)=O)c3ccccc23)C[C@@H](OCCCCO)O1 | 6 | -4 | -14 | . | 0 | 0.0 | -1 | -6 | -11 | -1
COc1ccc(CC(CC(=O)O)C(=O)Nc2ccc(OC)cc2)cc1 (centres undefined) | -43 | 0 | -5 | -5 | -1 | 0.7 | 3 | 43 | -14 | -4
CCC(CC)C(=O)Nc1c2cnn(-c3ccccc3)c2nc(=O)n1-c1ccccc1 | -36 | -3 | -1 | 0 | 2 | -1.0 | -14 | 36 | 5 | -6
Nc1nc(N)c(N=O)c(OCC2CCCCC2)n1 | -1 | 8 | 3 | . | 4 | -1.4 | 8 | 1 | -5 | -3
O=C(C1CC(c2cccc(Br)c2)=NO1)N1CCc2ccccc2C1 (centres undefined) | -23 | 1 | -5 | -2 | -4 | -3.6 | -1 | 23 | 5 | -3
COC(OC)C1(C)C(C#N)=C(N)Oc2c1c(=O)oc1ccccc21 (centres undefined) | 8 | 6 | -4 | -1 | -1 | -3.6 | 2 | -8 | 9 | -4
CS(=O)(=O)Cc1ccc(C(=O)N2CCCC2c2cccs2)cc1 (centres undefined) | -9 | -2 | -4 | 7 | 1 | -0.4 | -3 | 9 | -6 | -3
CCOC(=O)CSc1cc(CS(=O)c2ccc(Cl)cc2)nc(-c2ccccc2)n1 (centres undefined) | -19 | 31 | -5 | 2 | -7 | -1.2 | -7 | 19 | 3 | -3
C[C@H](CO)N1C[C@H](C)[C@@H](CN(C)S(=O)(=O)c2cccs2)Oc2c(NC(=O)Cc3ccccc3)cccc2C1=O | -16 | 8 | -20 | . | 0 | 0.7 | 0 | 16 | 4 | -4
Cc1occc1C(=O)N/N=C/c1cccnc1 | -41 | -10 | -15 | -2 | 0 | 0.9 | -5 | 41 | -6 | 7
CC(NC(=O)C1CCC(=O)N1Cc1ccccc1Cl)c1ccccc1 (centres undefined) | -1 | 10 | -11 | -2 | 0 | 0.7 | -2 | 1 | -3 | 6
Cn1c(=S)[nH]c2[nH]c(=O)cnc2c1=O | -14 | 2 | 8 | -1 | -1 | 0.2 | -4 | 14 | 6 | 0
Cc1ccc(S(=O)(=O)NCCC(=O)Nc2cccc(S(N)(=O)=O)c2)cc1C | -2 | 15 | -6 | -1 | 0 | -1.1 | 0 | 2 | 3 | 3
CN(C)CCCNC(=O)C[C@H]1C[C@H](C(=O)N2CCOCC2)[C@@]2(CCC3CCCC3)c3[nH]c4cc(CCC(=O)N(C)C)ccc4c3CCN2C1=O | -21 | -18 | -3 | . | 0 | -1.2 | -2 | 21 | -8 | 0
Cc1noc(C)c1COC(=O)C(c1ccccc1)c1ccccc1 | -9 | 24 | -11 | -4 | -5 | -2.5 | -3 | 9 | -8 | 2
CC(C)CNC(=O)c1cccc(NC(=O)CSc2ccccc2)c1 | -20 | -5 | -5 | 0 | -1 | 1.3 | -1 | 20 | -6 | 7
CSc1ccccc1OCc1cc(C(=O)N2CCc3[nH]cnc3C2c2ccccn2)no1 (centres undefined) | 15 | 12 | -1 | 15 | -2 | 0.2 | -1 | -15 | 14 | -3
CCNC(=O)COC(=O)c1cccc(Br)c1 | -33 | -2 | -2 | 1 | -1 | -1.1 | 1 | 33 | -15 | -3
O=C(NCc1ccco1)c1cc([N+](=O)[O-])ccc1N1CCCCC1 | 31 | -1 | -2 | 5 | -3 | -1.9 | -1 | -31 | -12 | -4
COC(=O)c1ccc(-n2nc(C(F)(F)F)c3c2-c2ccoc2CC3)cc1 | 45 | 17 | 8 | -4 | -6 | -0.4 | -18 | -45 | -7 | -1
Cc1cccc(NC(=O)CSc2cccc3cccnc23)c1 | -2 | 1 | 2 | -1 | -5 | -0.1 | -12 | 2 | 3 | -6
COc1ncnc2c1NC(=O)CS2 | 3 | -2 | -6 | -4 | 0 | 0.6 | 2 | -3 | -18 | 1
O=C(NN=C1C2CC3CC(C2)CC1C3)c1ccccc1O | . | 7 | -5 | -5 | 2 | 0.5 | -4 | . | -5 | 0
CC(C)N(Cc1ccccc1)C(=O)CN1C(=O)NC2(CCCC2)C1=O | -38 | -16 | -4 | -1 | 0 | 0.6 | 9 | . | -12 | -9
N#CCC(=O)Nc1ccc(C(=O)Nc2cccnc2)cc1 | -15 | 2 | 4 | 0 | 1 | 0.1 | 6 | 15 | 3 | -2
Cn1nc(C(=O)Nc2cccc(S(=O)(=O)N3CCCCC3)c2)c2ccccc2c1=O | 45 | 6 | -8 | . | 0 | 0.1 | -10 | -45 | -6 | -2
COc1cccc(/C(O)=C2/C(=O)C(=O)N(CCCN3CCOCC3)C2c2ccncc2)c1 (centres undefined) | -21 | -6 | -14 | -1 | 0 | 0.4 | 4 | 21 | -3 | -2
O=C(CC1CC2CCC1C2)NC1CCCCCCC1 (centres undefined) | 13 | -7 | -6 | -2 | -1 | 1.9 | 3 | -13 | -13 | 3
O=C(COc1ccc(Cl)cc1[N+](=O)[O-])N1CCCCCC1 | -7 | -44 | -18 | -1 | -1 | -0.2 | -10 | 7 | -14 | -7
Cc1c(NC(=S)NC(=O)Cc2ccccc2)cccc1C(=O)O | -28 | -5 | 1 | -1 | 1 | 0.7 | -7 | 28 | -11 | -6
CCSc1nnc(NC(=O)c2ccc3c(c2)OCO3)s1 | -43 | 29 | -3 | -3 | 1 | 1.5 | 4 | 43 | 2 | 3
COc1ccc(CNC(=O)Cn2ccc(NC(=O)OCc3ccccc3)nc2=O)cc1 | -7 | 2 | -1 | . | 1 | 2.1 | 2 | 7 | 15 | 0
COc1ccc(C(=O)Nc2nc3ccccc3[nH]2)cc1S(=O)(=O)N1CCCC1 | 47 | 2 | -10 | 1 | 0 | -0.1 | 0 | -47 | -9 | 0
CN1CCN(C(=O)CCN2C(=O)/C(=C/c3ccccc3Cl)SC2=S)CC1 | 22 | 4 | -3 | -1 | 2 | -1.0 | -3 | -22 | -3 | -5
O=C(Cc1ccccc1)NCC1OCCc2ccccc21 (centres undefined) | -9 | -12 | -1 | 0 | -3 | 0.8 | -3 | 9 | -8 | 1
CN(C)c1nc(C(=O)O)nc(N2CCOCC2)n1 | . | -11 | -21 | . | 0 | 0.5 | 12 | . | -12 | 3
Cn1c(=O)c2[nH]c(CNc3ccc(C(=O)O)cc3)nc2n(C)c1=O | -5 | 0 | -6 | 1 | -2 | 1.5 | 6 | 5 | -28 | -3
COc1ccc(-n2nnc3c(=O)n(CC(=O)Nc4ccc5c(c4)OCCO5)cnc32)cc1OC | 13 | -17 | -10 | -1 | 2 | -0.6 | -1 | -13 | -6 | 2
CC/C(=N/NC(=O)c1ccccc1O)c1c(C)[nH]n(-c2ccccc2)c1=O | 137* | 20 | -2 | 1 | 1 | 1.0 | -8 | -137 | 9 | -6
Cc1csc(NC(=O)c2ccccc2C(=O)O)n1 | -18 | 5 | 0 | -2 | -1 | -0.1 | -9 | 18 | 6 | -6
CCCC(C)NC(=O)CSc1nc2ccc(C)cc2[nH]1 (centres undefined) | 11 | -12 | -10 | -5 | 2 | -3.6 | 5 | -11 | -19 | 2
CCCC(=O)Oc1ccc2c(C)cc(=O)oc2c1 | 4 | 8 | 12 | -1 | -1 | 1.8 | -3 | -4 | -2 | 3

Compound activity (PubChem)
